Screening results deposited in PubChem by IUPUI and University of Michigan.
ST2 IL33 inh – IL1RL1 inhibition; AlphaLISA ST2-Fc/biotin-IL-33 interaction, 1 h; inhibition, % for hits at 17 µM; 2.3% of 78,000 active; in the data active = inhibition above about 30%; inconclusive = mostly about 10% to 28%
Target sequence (Q01638 whole entry, looked up): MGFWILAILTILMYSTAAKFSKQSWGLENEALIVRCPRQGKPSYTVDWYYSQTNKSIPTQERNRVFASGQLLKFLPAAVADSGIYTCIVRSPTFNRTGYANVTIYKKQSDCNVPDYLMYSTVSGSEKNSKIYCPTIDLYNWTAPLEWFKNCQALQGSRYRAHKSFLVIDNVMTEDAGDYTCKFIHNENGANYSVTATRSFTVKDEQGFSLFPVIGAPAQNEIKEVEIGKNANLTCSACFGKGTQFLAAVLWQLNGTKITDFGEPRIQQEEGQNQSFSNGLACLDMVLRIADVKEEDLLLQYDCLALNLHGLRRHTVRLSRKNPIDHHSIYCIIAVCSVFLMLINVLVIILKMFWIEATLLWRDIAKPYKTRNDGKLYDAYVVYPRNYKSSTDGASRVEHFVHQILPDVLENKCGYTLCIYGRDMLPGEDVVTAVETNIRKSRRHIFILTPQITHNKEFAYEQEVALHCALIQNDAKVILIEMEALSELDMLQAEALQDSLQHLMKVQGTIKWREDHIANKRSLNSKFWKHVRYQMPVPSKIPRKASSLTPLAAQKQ
An asterisk follows results filed as active; i = inactive; ? = inconclusive. Some of the compounds tested; count on the stated rates, not on these rows.

Molecule,ST2 IL33 inh
C=CCn1cc(CN2CCCN(C(=O)OCc3ccccc3)CC2)c(C)n1,?
Cc1nc2c(C(=O)NCc3ccc4c(c3)OCO4)cnn2c(C)c1Cc1ccc(F)cc1,i
COc1ccc(-c2cc(-c3cccc(Br)c3)c(C#N)c(N)n2)cc1,i
O=C(c1cccc2c1-c1ccccc1/C2=N\O)N1CCCCC1,i
CCN(c1ccc(F)cc1)S(=O)(=O)c1cc(Br)cc2c1N(C(=O)C1CC1)CC2,i
Cc1noc(-c2ccc(Oc3ccc(CN4CCCC4)cc3F)nc2)n1,?
CC1(C)CC(=O)C2=C(C1)Nc1ccccc1NC2c1ccc(OCc2ccccc2)cc1 (stereo not given),i
Cc1occc1C(=O)NCc1cccc(CNC(=O)c2ccoc2C)c1,i
O=C(Nc1ccc(Oc2ccc(Cl)cc2)cc1)c1ccccc1[N+](=O)[O-],i
O=C(CSCc1ccccc1)Nc1ccc(-c2nnc(-c3ccco3)o2)cc1,?
O=[N+]([O-])c1cc([N+](=O)[O-])c2c(OCc3ccccc3)nsc2c1,43.0%*
Cc1cc(NC(=O)c2cc3ccccc3o2)nc2c1c(=O)oc1ccccc12,i
CCC(=O)N1CCc2cc(S(=O)(=O)NC(C(=O)Nc3ccc(C(C)=O)cc3)C(C)C)ccc21 (stereo not given),i
O=C(NC1CCCCC1)c1cc(C2CC2)on1,i
O=C(NCc1ccc(F)cc1)c1ccc(NC(=O)C2CCCO2)cc1 (stereo not given),?
COCc1nc(N2CC(Oc3c(C)cccc3C)C2)c2cnn(C)c2n1,?
O=C(CCN1C(=O)C2C3C=CC(CC3)C2C1=O)Nc1ccc(OC(F)(F)F)cc1 (stereo not given),i
COc1ccc(-n2c(SCC(=O)N3CCCCC3)nc3c([nH]c4ccccc43)c2=O)cc1,?
Cc1ccc(-n2c(SCC(=O)N3CCCC3)nc3c(c2=O)SCC3)cc1,i
C=CCO[C@@H]1C[C@H]2C(=O)Nc3ccc(-c4cc(Cl)ccc4OC)cc3C(=O)N2C1,i
CCN(Cc1ccccc1)S(=O)(=O)c1ccc(C(=O)Nc2nnc(C3CC3)o2)cc1,i
Cc1n[nH]c(C)c1CCC(=O)N1CCC2(CC1)C(=O)Nc1ccccc12,i
CC(=O)Nc1cc(C(=O)NC2CC2)ccc1S(=O)(=O)c1ccc(Cl)cc1,i
CNC(=O)c1c(NC(=O)c2cccc(C)c2)sc2c1CCC2,?
CCN1CCc2nc(N)oc2CC1,?
CCn1ccc2c(CN3CCC4(CC3)CNC(=O)C4)cccc21,?
CC(C)NC(=O)N[C@H]1C[C@H]2C(=O)NC[C@@H](CCC(=O)N3CCN(C)CC3)N2C1,i
Cc1cc(C)nc(N2CCC(O)(CN3CCCC3)CC2)n1,i
O=C(N[C@H]1C[C@H]2C(=O)NC[C@@H](CCC(=O)N3CCN(c4ccccn4)CC3)N2C1)c1ccccc1,?
CCOc1cc(C=O)cc(Br)c1OCc1ccc(C(=O)O)cc1,i
CC(=O)c1c(C)oc2ccc(OCc3ccccc3)cc12,i
O=C(c1cc2n(n1)C(C(F)(F)F)CC(c1ccc(Cl)c(Cl)c1)N2)N1CCCC1 (stereo not given),i
CNCC(=O)N1CCCN(CCCc2ccccc2)CC1,i
O=C(C1=C(O)C(=O)N(CCCn2ccnc2)C1c1ccco1)c1cccs1 (stereo not given),i
Cc1cc(=O)oc2c(C)c(OCC(=O)c3ccccc3)ccc12,i
Cc1nnsc1CN(C)C(=O)c1cc(-c2ccc(O)cc2)n[nH]1,i
CNc1nc2c(C)cccn2c(=O)c1C=Nc1ccc(C)cc1,?
Cc1c(Cl)cccc1NC(=O)CCS(=O)(=O)c1cccc2nsnc12,?
CCC(C)NC(=O)C1(C)CCC(=O)N1Cc1ccc(F)cc1Cl (stereo not given),i
CS(=O)(=O)N(CC(=O)Nc1ccc(Br)cc1)c1cccc(Cl)c1Cl,i

A section of the results above:
Molecule,ST2 IL33 inh
CCN1CCc2nc(N)oc2CC1,?
CCn1ccc2c(CN3CCC4(CC3)CNC(=O)C4)cccc21,?
CC(C)NC(=O)N[C@H]1C[C@H]2C(=O)NC[C@@H](CCC(=O)N3CCN(C)CC3)N2C1,i
Cc1cc(C)nc(N2CCC(O)(CN3CCCC3)CC2)n1,i
O=C(N[C@H]1C[C@H]2C(=O)NC[C@@H](CCC(=O)N3CCN(c4ccccn4)CC3)N2C1)c1ccccc1,?
CCOc1cc(C=O)cc(Br)c1OCc1ccc(C(=O)O)cc1,i
CC(=O)c1c(C)oc2ccc(OCc3ccccc3)cc12,i
O=C(c1cc2n(n1)C(C(F)(F)F)CC(c1ccc(Cl)c(Cl)c1)N2)N1CCCC1 (stereo not given),i
CNCC(=O)N1CCCN(CCCc2ccccc2)CC1,i
O=C(C1=C(O)C(=O)N(CCCn2ccnc2)C1c1ccco1)c1cccs1 (stereo not given),i
Cc1cc(=O)oc2c(C)c(OCC(=O)c3ccccc3)ccc12,i
Cc1nnsc1CN(C)C(=O)c1cc(-c2ccc(O)cc2)n[nH]1,i
CNc1nc2c(C)cccn2c(=O)c1C=Nc1ccc(C)cc1,?
Cc1c(Cl)cccc1NC(=O)CCS(=O)(=O)c1cccc2nsnc12,?
CCC(C)NC(=O)C1(C)CCC(=O)N1Cc1ccc(F)cc1Cl (stereo not given),i
CS(=O)(=O)N(CC(=O)Nc1ccc(Br)cc1)c1cccc(Cl)c1Cl,i

Continued.
Molecule,ST2 IL33 inh
COc1cc2c(cc1OC)C(C(=O)NCc1ccc(F)cc1)C(c1ccccc1F)N(C)C2=O (stereo not given),i
Clc1ccc(-n2ncc3c(NCc4cccc(Cl)c4)ncnc32)cc1,i
C=CCc1ccccc1OCCN1CCN(C)CC1,i
CCN(CC)CC(O)COc1ccccc1 (stereo not given),i
CC(C)(C)c1nnc(Nc2ccc(Br)cc2)[nH]c1=O,i
CCn1c2ccccc2c2cc(NS(=O)(=O)c3ccc(OC)cc3)ccc21,i
COc1ccc(N2CCN(c3ncnc4sc(C(=O)NCC5CCCO5)c(C)c34)CC2)cc1 (stereo not given),i
Cc1nn(CCC(=O)N2CCOC3(CNCCOC3)C2)c(C)c1C (stereo not given),i
Cc1n[nH]c(C)c1S(=O)(=O)N1CCN(c2ccccc2)CC1,i
O=C(O)C1CSC(c2ccccc2O)=N1 (stereo not given),?
CC(=O)Nc1ccc(N=Cc2ccc(Cl)cc2)cc1,i
Cc1ccn2c(=O)cc(COc3cccc(NC(=O)COc4ccccc4C)c3)nc2c1,i
CCNC(=O)CC1Sc2ccccc2NC1=O (stereo not given),i
CCC(NC1CCN(Cc2ccccn2)CC1)c1ccnn1C (stereo not given),?
CN(Cc1cc(-c2cccs2)n[nH]1)C(=O)C1=NNC(=O)CC1,?
COc1cc(F)ccc1-c1c(-c2ccccc2)ncn1CCCn1cncn1,i
Cc1cc(NC(=O)CN2C[C@@H]3C4CCC(CC4)[C@@H]3C2)no1,i
COc1ccccc1C1C2=C(N=C3SCC(=O)N31)c1ccccc1CC2 (stereo not given),?
Cc1cccc(Nc2ncnc3c2cnn3-c2cccc(C)c2)c1,i
CCOc1ccc(N2C(=O)CC(Sc3nnnn3-c3ccccc3)C2=O)cc1 (stereo not given),i
COc1cc(NC(=O)C2Cc3ccccc3CN2S(C)(=O)=O)cc(OC)c1 (stereo not given),?
COc1ccc(-n2c(-c3cccc(OC)c3)cn3c4c(=O)n(C)c(=O)n(C)c4nc23)cc1,i
O=C(Nc1cc(Br)ccc1O)c1cc(-c2ccc(F)cc2)on1,i
CC(=O)Nc1ccc(-c2cn(Cc3ccc(Cl)cc3)nn2)cc1,i
CCCCOC(=O)C1=C(C)Nc2ncnn2C1c1ccc(Br)cc1 (stereo not given),i
CCOc1ccc(C(=O)N2CCC(n3nc(C)cc3C)C2)o1 (stereo not given),i
CC(C)c1ccc(NS(=O)(=O)c2ccc3[nH]cc(C(=O)N(C)CCC#N)c(=O)c3c2)cc1,i
O=[N+]([O-])c1nn(-c2ccccc2)n(O)c1=NC1CCCC1,i
CCc1ccc(CNC(=O)CCc2nc(-c3ccc(C)cc3)no2)cc1,i
O=[N+]([O-])c1ccc(C2SCCN2S(=O)(=O)c2ccc(Br)cc2)cc1 (stereo not given),?
O=C1CCCN2N=C(SC/C=C/c3ccccc3)SC2=N1,?
Cc1[nH]nc2c1C(c1c(F)cccc1F)C(C#N)=C(N)O2 (stereo not given),32.0%*
O=C(NCCCNc1ccc([N+](=O)[O-])cc1Cl)c1cccnc1,i
O=C(CCS(=O)(=O)c1cccc2nonc12)NCc1ccco1,i
COC(=O)c1ccccc1NS(=O)(=O)c1ccc(Br)s1,i
Cc1nc(CCC(=O)N2CCCC3(C=Cc4ccccc4O3)CC2)n[nH]1 (stereo not given),i
CCOCCOC(=O)C1=C(C)NC2=C(C(=O)C(C(=O)OC)C(C)C2)C1c1cccc(Cl)c1 (stereo not given),i
COc1cc(C(=O)Nc2ccc(-c3nc4ccccc4s3)cc2)cc(OC)c1OC,?
CC1CCC(C(=O)N2CCCC2C(=O)O)CC1 (stereo not given),i
CCCc1noc2c1C(c1cc(Br)ccc1F)C(C#N)=C(N)N2 (stereo not given),i
Cc1cc(C)n2nc3nc(N4CCOCC4)nc(-c4ccccc4)c3c2n1,i
O=C(CC1Sc2ccccc2NC1=O)Nc1ccc(OC(F)F)cc1 (stereo not given),?
CCc1ccc(Cn2c(CNS(=O)(=O)c3ccccc3Cl)nc3cccnc32)cc1,i
Cc1ccccc1NC(=O)c1cc2cc(Br)ccc2oc1=O,i
CN1CCN(CC(=O)Nc2ccc(OC(F)(F)Cl)cc2)CC1,i
O=C(CCC1CCN(C(=O)C2(N3CCOCC3)CCCCC2)CC1)Nc1ccccc1,i
CCN(CC)C(=O)[C@@H]1C[C@H](N)CN1C(=O)c1cccc(-n2cnnc2)c1,i
O=C(NC1CCCCC1)N1C[C@@H]2C[C@H](C1)c1c(NS(=O)(=O)c3ccccc3)ccc(=O)n1C2,?
CCN1C(=O)CSc2ccc(C(=O)NC3CCCC(C)C3C)cc21 (stereo not given),i
Cc1cccnc1N1CCN(Cc2cccc(CN3CCOCC3)c2)CC1,?
CN(Cc1ccncn1)C(=O)c1cn(Cc2ccc(Cl)cc2)nn1,i
Cc1cc(C)c(CN2C[C@H]3C[C@H](O)[C@@H](O)C[C@H]3C2)c(-n2cccn2)c1,i
CCC(C)NC(=O)C(=O)Nc1ccccc1OC (stereo not given),i
CCC(Sc1nnnn1-c1ccccc1)C(=O)Nc1cccc(C(C)=O)c1 (stereo not given),i
COc1ccc(CNC(=O)c2cc3cc4ccc(OC)cc4nc3s2)c(OC)c1,i
O=C(Nc1ccc(S(=O)(=O)N2CCOCC2)cc1)C(Sc1ccccc1)c1ccccc1 (stereo not given),i
COc1ccccc1-c1coc2c(CN(C)Cc3ccccc3)c(O)ccc2c1=O,i
O=C(NCCC(c1ccccc1)c1ccccc1)C1CC12CCN(C(=O)c1ccc[n+]([O-])c1)CC2 (stereo not given),34.0%*
Cc1nnc(NC(=O)c2ccncc2)s1,i
CC(=O)c1cccc(NC(=O)CN2CCCN(Cc3ccccc3Cl)S2(=O)=O)c1,i

New compounds follow
Compound	ST2 IL33 inh
CC(C)(C)c1ccccc1OCC(=O)Nc1ncn[nH]1	i
CN(C)S(=O)(=O)c1ccccc1	i
Cc1cc(N2CCOCC2)nc2ccc(NC(=O)CCC(=O)Nc3ccc(C(C)C)cc3)cc12	i
Cc1ccc(S(=O)(=O)N2CCN(C(=O)CN3CCCC3)C2)cc1[N+](=O)[O-]	i
N#CC1=C(N)OC2=C(C(=O)CCC2)C1c1ccco1 (stereo not given)	i
CNC(=O)Cn1cc(NC(=O)c2ccc(CN3CC=CC3)cc2)cn1	i
CC(C)C(NC(=O)C1CCCCC1)C(=O)NCc1ccccn1 (stereo not given)	?
O=S(=O)(O)c1ccc(N2N=C(c3ccccc3)CC2c2ccccc2)cc1 (stereo not given)	i
Cc1ccc(OCC(O)CN2C(C)CCCC2C)cc1C (stereo not given)	i
COc1ccc(Oc2nc3ccccc3n3c(C)nnc23)cc1	i
CN(CCCSc1ccccc1)Cc1ccc(C(F)(F)F)nc1	?
COc1cc2c(cc1C(F)(F)F)N(C(=O)Nc1cc(F)cc(-c3cccnc3)c1)CC2	i
Cc1ccc(N2C(=O)c3cccnc3C2=O)c(C)c1	i
NC1=NN(c2c(Cl)cc(Cl)cc2Cl)C(=O)C1	i
O=C(NC1CCN(Cc2ccccc2)CC1)c1cccn1-c1nnc(N2CCCCC2)s1	i
CCOC(=O)c1sc(=NC(=O)c2cccc3ccccc23)n(C)c1C	i
Cc1nc2cc(Cl)ccc2s1	i
NC(=O)C1CCN(C(=O)c2cc3ccccn3n2)CC1	i
Cc1ccc(-n2c(=O)n(Cc3ccccc3)c3c(C(N)=O)nc(-c4cccc(F)c4F)nc32)cc1C	i
CCOC(=O)C1=C(C)Nc2ncnn2C1c1ccc(OCc2ccccc2)c(OCC)c1 (stereo not given)	i
Cc1ccc(Cn2c(CNS(=O)(=O)c3ccc(C)cc3)nc3cccnc32)cc1	?
CCOc1ccc(CN2C(=O)c3oc4ccccc4c3OCC2(C)C(=O)NC2CCCC2)cc1 (stereo not given)	i
COc1ccc(N2CCN(Cc3ccc(C)o3)CC2)cc1	i
COCCn1cncc1CNC(=O)c1cc(NC(C)=O)ccc1Cl	i
Cc1c(C(=O)N(C)Cc2ccco2)sc2ncnc(N3CCCCCCC3)c12	i
CC1(C)C(=O)C2(CCCCC2)C(=O)OC1c1ccc(Cl)cc1 (stereo not given)	i
O=[N+]([O-])c1cccc(N=Cc2nc(-c3ccccc3F)oc2O)c1	?
CC(=O)c1cn(CC(=O)NC2CCC(n3cnnc3)CC2)c2ccccc12 (stereo not given)	i
CCCC(=O)Nc1c(Cl)nc(C)c(Cl)c1C	i
C=CCNC(=O)C1CC(=O)N(C2CCCCCC2)C1 (stereo not given)	i
